T cell modulator: T cell immune modulators affecting CD8 T cell-vesicle binding | 0.068% of 330,000 active | AID 2052 | calls only at 7 µM | 2C CD8+ T cell-vesicle binding, flow cytometry; active compounds read low;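 active = response, share of CD8 T cells binding vesicles, and their 90th percentile fluorescence all below set limits, cut at about 80% in these data, passing the limit was not always enough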
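Read-out – percent CD8+ FL2 mean versus row control · System – murine 2C transgenic CD8+ T lymphocytes · Times – 1.5 h cell–vesicle binding at 37 °C, then 20 min icy labelling · Control set – naked vesicles low, QL9 vesicles with vehicle high · Detection – cytometric PE anti-B7-1 and Alexa647 anti-CD8 signals after 1% paraformaldehyde fixation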
RSV CPE inhibition: RSV antiviral activity via CPE protection, HEp-2 cells, primary 10 µM value included (AID 2391); HEp-2 cells, RSV-induced CPE inhibition; higher % means a stronger effect; CPE inhibition, % at 10 µM, or IC50 in µM where a hit was titrated; 0.13% of 310,000 active; in the data active = a potency from the dose series; inconclusive = CPE inhibition mostly from about 23% at the one dose, without a potency; inactive = the rest, 99 in 100 with CPE inhibition below about 21%; also: strong numbers were not always called active
West Nile virus CPE: West Nile virus antiviral activity, cell-based, CPE readout (AID 1621). West Nile virus-infected cells, CPE inhibition; higher % means a stronger effect. CPE inhibition, % at 10 µM, or IC50 in µM where a hit was titrated. 0.02% of 290,000 active; in the data active = a potency from the dose series; inconclusive = CPE inhibition mostly from about 3.7% at the one dose, without a potency; inactive = the rest, 99 in 100 with CPE inhibition below about 2.2%; also: strong numbers were not always called active
WT yeast gro inh: growth inhibition of WT yeast, mitochondrial fusion screen; mitochondrial fusion phenotypic screen, WT strain; AID 1362; 2.1% of 190,000 active; inhibition, % at 10 µM; in the data active = inhibition above about 58%; tested in S. cerevisiae
Large T inhibition: TAg ATPase/helicase activity blockers – biochemical (AID 1903) | SV40 large T antigen ATPase/helicase inhibition assay; higher % means a stronger effect | inhibition, % at 20 µM; hits with a dose series show IC50 in µM | 0.39% of 310,000 active; in the data active = a potency from the dose series; inconclusive = inhibition mostly from about 32% at the one dose, without a potency; inactive = the rest, 99 in 100 with inhibition below about 32%; also: strong numbers were not always called active
Rac1 GTP hydrolysis: MgcRacGAP GTPase-activating activity inhibitors, confirmation, biochemical, ADP Hunter fluorescence | MgcRacGAP-stimulated Rac1 GTP hydrolysis, ADP Hunter fluorescence; higher % means a stronger effect; GST-tagged Rac1 F28L mutant substrate | one-dose inhibition, % at 30 µM; IC50 in µM for titrated hits | 0.6% of 340,000 active | AID 624330;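 active = first-screen hits whose inhibition reached a set limit at any dose in the follow-up dose series; inconclusive = inhibition above the set first-screen limit but never retested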;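 also: fluorescence reports GDP produced by GAP-driven GTP hydrolysis; strong numbers were not always called active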
Myeloid diff MLP: compounds promoting myeloid differentiation; ER-HoxA9 myeloid progenitors, lysozyme-GFP differentiation, flow cytometry; AID 624256; 1% of 360,000 active; calls only at 10 µM;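 active = normalized GFP-positive differentiation at or above the plate's own cutoff, the solvent-only control mean plus 3 SD; inconclusive = no clear call, values can overlap the other calls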;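 also: cells exposed to compound for four days before flow analysis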
bCat nuc transl: modulators of beta-catenin nuclear translocation; HeLa beta-catenin nuclear translocation, immunofluorescence imaging; nuclear translocation activity, % at 5 µM; 0.3% of 190,000 active;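 active = nuclear translocation activity above 50% at 5 µM, with a well cell count of 50 or more; inconclusive = wells under 50 cells across six images, flagged as toxic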;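 also: per-cell ratio of nuclear to cytoplasmic median beta-catenin stain intensity; plate controls were DMSO negative control for no effect and GSK-3 inhibitor IX positive control for full effect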
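Test system: HeLa cells, endogenous beta-catenin; Compound: single 5 µM dose plus 0.02–20 µM confirmation series; Times: compound exposure 24 h at 37°C; Signal: fluorescence imaging of beta-catenin antibody stain plus DAPI; Read-out: % activation, nuclear-to-cytoplasmic median beta-catenin signal ratio per cell.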
PhoP inhibition: PhoP-dependent GFP reporter repression – Salmonella Typhimurium, primary screen (AID 1863). S. Typhimurium PhoP-regulated promoter GFP reporter, 4 h; higher % means a stronger effect. inhibition, % at 50 µM, or IC50 in µM where a hit was titrated. 0.16% of 300,000 active;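 active = inhibition over 29.93%, a cutoff 3 SD above the screen mean, later confirmed by dose response; inconclusive = inhibition over 29.93% but no dose response follow-up; inactive = inhibition at most 29.93% or unconfirmed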;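 also: 0% = low Mg2+ inducing control and 100% = high Mg2+ repressing control; strong numbers were not always called active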
WT yeast gro inh mutant strain: second read-out of WT yeast gro inh, no call of its own (marks repeat the call); inhibition, %; mitochondrial fusion phenotypic screen, mutant strain inhibition
bCat nuc transl cell count 5 µM: further read-out of bCat nuc transl, marked with its call; cell count; measured here: cell count, cytotoxicity flag
T cell modulator vesicle-bound %: second read-out of T cell modulator, no call of its own (marks repeat the call); double positive events, %; measured here: CD8+ vesicle-bound cell fraction;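 binding gate set so that unloaded-vesicle control wells show 10% double positive cells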
Myeloid diff MLP GFP+ MAC1+ %: recorded beside Myeloid diff MLP, whose call it bears; GFP+ MAC1+ double positive, %; measured here: differentiation confirmed by MAC1 staining
Starred values were filed as active, the others as inactive; i = inactive; ? = inconclusive; . = not tested or not shown.

SMILES	T cell modulator	T cell modulator vesicle-bound %	RSV CPE inhibition	West Nile virus CPE	WT yeast gro inh	WT yeast gro inh mutant strain	Large T inhibition	Rac1 GTP hydrolysis	Myeloid diff MLP	Myeloid diff MLP GFP+ MAC1+ %	bCat nuc transl	bCat nuc transl cell count 5 µM	PhoP inhibition
Clc1cccc(OCCN2CCNCC2)c1	i	57	-0.2%	0.8%	-10	17	9%	22%	i	0.1	-0.9	517	9%
COc1ccc(Br)c(C(=O)OCc2cc(=O)oc3cc(C)ccc23)c1	i	30	1.3%	-0.5%	.	.	3%	9%	i	0.6	.	.	-7%
COC(=O)c1ccc2c(CCO)c[nH]c2c1	i	36	0.5%	-0.1%	.	.	5%	0%	i	1.7	.	.	.
C[C@@]12C(=O)N(CCc3c[nH]c4ccccc34)CC(=O)N1[C@H]1c3ccccc3OC[C@@H]1[C@@H]2c1ccccc1	i	36	-1.3%	.	.	.	.	13%	i	1.3	.	.	.
N#Cc1ccccc1OCC(=O)OCC(=O)c1ccc[nH]1	i	9	2.0%	.	.	.	.	2%	i	1.3	.	.	.
COc1ccc(OC)c(Nc2c3ccccc3nc3ccccc23)c1	i	1	0.4%	-1.2%	.	.	18%	22%	i	0.4	.	.	26%
CC(=O)N1N=C(c2ccc(Br)cc2)OC12CCCC2	i	43	.	0.0%	.	.	14%	1%	i	0.6	1.2	1209	-10%
COc1ccc(NC(=O)CN2CCC3(O)CCCCC3C2c2ccccc2OC)cc1 (stereo unspecified)	.	.	.	-0.3%	11	11	7%	.	.	.	-1.7	1049	5%
CC(C)c1nc(CNC(=O)C2CCC(=O)N(CCc3cccc(F)c3)C2)cs1 (stereo unspecified)	i	65	-0.3%	-0.6%	.	.	12%	6%	i	0.6	.	.	-2%
COc1ccc(C)cc1NC(=O)CCNC(=O)Cn1ccc2ccccc2c1=O	i	46	1.3%	-0.9%	.	.	9%	6%	i	0.4	.	.	-2%
CCc1nnc(N2C(=O)c3ccc(Oc4ccc([N+](=O)[O-])cc4)cc3C2=O)s1	i	38	1.2%	-0.4%	-18	-6	15%	7%	i	0.5	-2.7	1107	-2%
Cc1c(Cl)cccc1NC(=O)CSc1nc2ncc(Cl)cc2[nH]1	i	25	10%	-1.1%	.	.	26%	4%	i	1.5	.	.	-9%
O=C(Nc1cccc(C(F)(F)F)c1)c1cccnc1	i	0	-0.2%	-0.1%	17	20	13%	-1%	i	1.4	-1.3	1030	-1%
Cc1cc(NS(=O)(=O)c2ccc(OCCNS(C)(=O)=O)cc2)no1	i	26	0.4%	0.2%	-15	1	8%	10%	i	0.7	-1.1	1138	-5%
CCOC(=O)CSc1nc(NCc2ccco2)c2ccccc2n1	i	16	1.0%	0.6%	-10	1	.	4%	i	1.0	0.1	1451	4%
COCCN(C(=O)CCC(=O)Nc1ccccn1)C(C(=O)NCCC(C)C)c1ccc(C)cc1 (stereo unspecified)	i	24	1.7%	-0.8%	.	.	1%	5%	i	0.6	.	.	-6%
COc1cc(/C=N/NC(=O)C2COc3ccccc3O2)cc(OC)c1OC (stereo unspecified)	i	51	2.9%	0.9%	-5	1	6%	11%	i	1.6	-4.8	614	2%
COc1ccc2cc3cc(C(=O)NCCC(C)C)oc3nc2c1	i	42	2.5%	-1.1%	.	.	1%	.	i	0.4	.	.	8%
CC(C)(C)S(=O)c1cccs1 (stereo unspecified)	i	19	1.8%	0.1%	-16	-8	14%	0%	i	1.3	.	.	6%
CC(=O)Nc1cccc(NC(=O)C(F)(F)F)c1	i	55	0.5%	-0.2%	-1	-1	-1%	15%	i	0.6	0.3	1488	-1%
CSc1n[nH]c(NCc2cccs2)n1	i	29	1.7%	0.6%	8	13	-2%	9%	i	6.4	.	.	7%
O=C1NC2(CCC3(CC2)OCCO3)NN1c1ccc(Cl)cc1	i	65	0.8%	.	34	44	24%	.	i	0.1	4.0	1069	0%
C=CCn1cnc2sc(C(=O)Nc3ccccc3OC)c(C)c2c1=O	i	35	-1.1%	0.6%	-4	-13	16%	11%	i	0.2	1.1	1006	-7%
OCCN1CCN(c2ncnc3sc4c(c23)CCCC4)CC1	i	34	0.4%	-0.8%	.	.	1%	13%	i	0.5	.	.	-1%
Cc1ccc(S(=O)(=O)N(C)C)cc1NC(=O)C(C)OC(=O)/C=C/c1cccs1 (stereo unspecified)	i	34	0.2%	-0.6%	.	.	11%	3%	i	0.6	-1.1	1416	.
Cc1nc(CN2CCOCC2)cc(=O)[nH]1	i	29	1.9%	-0.2%	-6	-2	0%	-9%	i	1.4	3.3	1000	-13%
CCN(CC)c1ccc(C(=O)Nc2cccc(F)c2)cc1	i	46	0.1%	-0.2%	6	16	2%	16%	i	0.0	0.1	1203	-2%
COc1ccc(N(C(=O)Cn2nnc3ccccc32)C(C(=O)NCc2ccco2)c2ccncc2)cc1 (stereo unspecified)	i	47	1.0%	-0.3%	.	.	5%	6%	i	0.2	.	.	10%
Cc1cccc(-c2nnc(SCC(=O)c3ccc(O)cc3O)n2C)c1	i	42	-0.8%	0.1%	.	.	29%	3%	i	1.7	.	.	5%
O=C(CCN1C(=O)c2cccc3cccc(c23)C1=O)NCC1CCCO1 (stereo unspecified)	i	23	-2.2%	-0.1%	.	.	14%	11%	i	0.4	-1.1	1368	-9%
COc1ccc(CC(=O)N2CCN(c3ccccc3)CC2)cc1OC	i	57	1.9%	-0.4%	.	.	8%	-17%	i	1.0	.	.	-4%
COc1ccc(OC)c(S(=O)(=O)N2CCC(C(=O)NCc3ccccc3OC)CC2)c1	i	32	4.3%	0.1%	-1	17	0%	8%	i	0.4	0.4	990	2%
CCCOc1ccc(S(=O)(=O)N2CCCC2)cc1[N+](=O)[O-]	i	24	0.3%	0.3%	.	.	12%	1%	i	0.7	-0.8	1318	-4%
CCCC(=O)OCC(=O)c1[nH]c(C)c(C(C)=O)c1C	i	5	9.8%	-0.3%	2	19	6%	4%	i	0.6	-0.4	1078	2%
O=C(Nc1ccncc1)c1cc(S(=O)(=O)N2CCN(c3ccccc3)CC2)ccc1Cl	i	34	?	.	.	.	16%	8%	i	0.3	.	.	-3%
CC(=O)OCCCNc1cc(Sc2ccc(C)cc2)c2nonc2c1[N+](=O)[O-]	i	42	-0.4%	19%	0	3	5%	3%	?	.	1.0	1083	-2%
CC(C)(C)N(NC(=O)Nc1ccc(Cl)cc1)C(=O)c1ccccc1	i	49	-0.8%	0.1%	-7	-12	5%	8%	.	.	-2.2	1398	10%
O=C(CSc1cccc[n+]1[O-])CSc1cccc[n+]1[O-]	i	50	-1.4%	0.3%	-7	-6	5%	10%	?	.	-1.2	1138	2%
O=C(N[C@@H](Cc1ccccc1)C(=O)N1CCC2(CC1)NCCc1[nH]cnc12)c1cccc(Br)c1	i	33	3.1%	0.5%	.	.	9%	12%	i	1.2	.	.	-3%
CCOc1ccc(C(=O)NC2CCN(C(=O)NCc3ccccc3)CC2)cc1	i	8	0.7%	0.6%	-15	4	-1%	8%	i	0.8	-4.8	926	-9%
Cc1cc(Br)ccc1SCC(=O)OCC(=O)Nc1ncc(C(F)(F)F)cc1Cl	i	20	1.7%	0.1%	-14	-17	1%	6%	i	0.3	-3.5	629	-6%
CCOP(=O)(O)c1ccccc1OCCCCCOc1ccccc1P(=O)(O)OCC	i	37	0.7%	0.2%	28	8	-1%	-2%	i	0.7	-1.2	1360	-4%
CC1=NN(c2ccccc2)C(=O)C1c1ccccc1 (stereo unspecified)	i	53	2.7%	-0.2%	0	6	32%	26%	i	0.3	-2.9	1023	1%
Cc1cccc(NC(=O)Cn2cnc3ccccc3c2=O)c1C	i	38	-0.6%	0.0%	-6	0	-2%	10%	i	1.2	2.0	1086	0%
Cc1cc2oc(=O)cc(CN3CCCCC3)c2cc1C(C)C	i	19	3.9%	-0.4%	-7	5	12%	10%	i	1.0	.	.	-5%
COc1ccc(OC)c(-n2c(C)ccc2-c2ccc(S(C)(=O)=O)cc2)c1	i	38	3.3%	0.0%	11	22	7%	-2%	i	0.9	-3.4	1181	-3%
COc1ccc(CC(=O)Nc2cc(=O)n(C)c(=O)n2C)cc1OC	i	61	3.9%	-0.7%	-15	-5	21%	3%	i	1.3	0.0	1097	-10%
COc1cc2c(C(=O)N3CCN(C)CC3)c(C)n(-c3ccccc3)c2cc1Br	i	22	-1.9%	0.4%	10	-11	3%	9%	i	1.0	0.2	1328	6%
COc1ccc(Cl)cc1N(C(=O)c1ccco1)C(C(=O)NC1CCCC1)c1cccnc1 (stereo unspecified)	i	9	0.7%	0.4%	.	.	-2%	6%	i	0.7	.	.	4%
O=C(/C(=C/O)N=Nc1ccc(Cl)cc1)c1ccncc1	i	38	?	0.7%	20	-4	0%	4%	i	0.6	-2.1	1361	19%
More compounds follow.
SMILES	T cell modulator	T cell modulator vesicle-bound %	RSV CPE inhibition	West Nile virus CPE	WT yeast gro inh	WT yeast gro inh mutant strain	Large T inhibition	Rac1 GTP hydrolysis	Myeloid diff MLP	Myeloid diff MLP GFP+ MAC1+ %	bCat nuc transl	bCat nuc transl cell count 5 µM	PhoP inhibition
COc1ccc([N+](=O)[O-])cc1NC(=O)Cn1ccsc1=N	i	8	4.6%	-0.1%	-16	-5	10%	4%	i	1.3	0.0	1089	-5%
CC(C)CC1Nc2ccc(C(=O)NCCCN3CCCCC3C)cc2NC1=O (stereo unspecified)	i	28	0.5%	-0.5%	.	.	10%	15%	i	4.4	.	.	4%
CC(Sc1nc2c(c(=O)n(C)c(=O)n2C)n1Cc1cc2c(cc1Cl)OCO2)C(=O)O (stereo unspecified)	i	49	-0.1%	-0.7%	4	-2	15%	4%	i	0.5	-3.2	1182	-3%
O=C(CCS(=O)(=O)c1ccccc1)Nc1nnc(C(F)(F)F)s1	i	14	9.4%	?	.	.	7%	8%	i	0.0	.	.	0%
Cc1ccc(C(=O)O/N=C(\N)c2ccc(C(F)(F)F)cn2)cc1	i	27	0.1%	-0.2%	.	.	8%	10%	i	0.5	.	.	-7%

Screening results as filed in PubChem BioAssay.
